KCNQ2 inh = KCNQ2 potassium channel inhibitors, primary screen, cell-based, CHO-K1, FluxOR thallium flux, B-score (AID 2156) | 20 min; active compounds read low | B-score at 10 µM | hit rate 1.1% among 310,000;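 active = fluorescence ratio B-score at most minus 3 library SDs, with starting brightness B-score within 2 library SDs, cut at about -5.5 in these data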
Target sequence (O88943 whole entry, looked up): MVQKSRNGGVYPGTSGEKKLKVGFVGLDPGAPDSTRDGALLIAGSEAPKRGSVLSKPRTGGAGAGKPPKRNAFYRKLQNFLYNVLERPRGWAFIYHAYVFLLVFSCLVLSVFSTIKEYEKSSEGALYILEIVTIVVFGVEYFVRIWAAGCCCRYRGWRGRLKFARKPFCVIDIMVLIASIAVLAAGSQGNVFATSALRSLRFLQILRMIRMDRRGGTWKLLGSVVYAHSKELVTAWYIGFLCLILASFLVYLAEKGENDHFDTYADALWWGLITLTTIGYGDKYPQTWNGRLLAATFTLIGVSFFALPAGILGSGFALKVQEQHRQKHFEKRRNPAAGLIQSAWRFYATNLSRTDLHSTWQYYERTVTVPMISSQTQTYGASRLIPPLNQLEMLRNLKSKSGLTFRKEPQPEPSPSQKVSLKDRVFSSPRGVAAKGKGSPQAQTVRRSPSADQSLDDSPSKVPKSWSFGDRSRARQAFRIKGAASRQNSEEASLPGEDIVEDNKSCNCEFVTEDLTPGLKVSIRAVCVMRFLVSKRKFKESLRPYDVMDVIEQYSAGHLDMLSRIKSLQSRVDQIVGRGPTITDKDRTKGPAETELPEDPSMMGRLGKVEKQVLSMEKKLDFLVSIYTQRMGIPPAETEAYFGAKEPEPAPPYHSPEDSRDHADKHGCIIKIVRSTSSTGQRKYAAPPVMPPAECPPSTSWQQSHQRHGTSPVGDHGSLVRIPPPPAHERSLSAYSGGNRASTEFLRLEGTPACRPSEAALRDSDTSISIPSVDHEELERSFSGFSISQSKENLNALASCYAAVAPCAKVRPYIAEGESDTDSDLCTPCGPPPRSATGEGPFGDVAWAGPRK
CHT block = inhibitors of human choline transporter CHT. High affinity choline transporter 1 (Homo sapiens), Q9GZV3. CHT-expressing cells, membrane potential dye, choline response; active compounds read low. B-score at 10 µM. hit rate 0.86% among 310,000. AID 488975, 2010;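 active = B-score over 3 SD under the library average, and starting fluorescence ratio not unusually high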;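 note: choline stimulus applied at its EC90 after an EC20 pre-addition; B-score computed on integrated fluorescence ratio after choline addition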
Kir21 inh = inhibitors of mouse Kir2.1 inward-rectifier potassium channel. HEK293-Kir2.1, FluxOR thallium flux fluorescence; active compounds read low. hit rate 0.85% among 310,000. Inward rectifier potassium channel 2 (Mus musculus), P35561. B-score at 10 µM. AID 1672, 2009;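 active = fluorescence ratio B-score at or below minus 3 SD of library scores, with starting-brightness B-score within 2 SD, cut at about -4.2 in these data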;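 note: channel flux triggered by added potassium and thallium sulfate stimulus; B-score of peak minus minimum fluorescence over baseline after thallium stimulus; more negative B-score means stronger Kir2.1 block with less thallium influx; some compounds called inactive have numbers as strong as hits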
* hit, by the source's call; i = inactive; / = not tested or not shown.

SMILES	KCNQ2 inh	CHT block	Kir21 inh
N=c1c(C(=O)NCc2ccco2)cc2c(=O)n3ccccc3nc2n1CCc1ccccc1	i	i	-1.4
CCN(CC)CCNC(=O)C(C)c1nn(C)c(=O)c2ccccc12 (stereo unspecified)	i	i	-0.43
O=C1C=CC(=O)N1c1ccc(I)cc1Cl	i	i	-1.4
Cn1c(=NC(=O)CS(=O)(=O)c2ccccc2)sc2cc([N+](=O)[O-])ccc21	i	i	1.8
Cc1cc(O)cc(=O)n1CCc1ccccc1	i	i	0.96
O=C(CC1S/C(=N/N=C/c2c[nH]c3ccccc23)NC1=O)Nc1ccccc1 (stereo unspecified)	i	i	0.7
COc1ccccc1N(C)C(=O)c1cc(S(=O)(=O)N2CCCC2)cn1C	i	i	1.3
COc1ccc(/C=C2\SC(=S)N(NS(=O)(=O)c3ccccc3)C2=O)c(OC)c1	i	i	2.5
CN(c1ccccn1)c1ncnc2[nH]ncc12	i	i	-1.9
COc1ccc(C(C)(C)C)cc1NC(=O)COC(=O)c1cnc(C)cn1	i	i	-0.29
Cc1ccc(S(=O)(=O)N(C)C)cc1NC(=O)[C@H](Cc1ccccc1)N1C(=O)c2ccccc2C1=O	i	i	-0.75
CN(c1ccccc1C(=O)Nc1ccc(S(=O)(=O)N2CCOCC2)cc1)S(C)(=O)=O	i	i	0.12

An excerpt from above in order of length of the SMILES, falling.
SMILES	KCNQ2 inh	CHT block	Kir21 inh
CN(c1ccccc1C(=O)Nc1ccc(S(=O)(=O)N2CCOCC2)cc1)S(C)(=O)=O	i	i	0.12
COc1ccc(/C=C2\SC(=S)N(NS(=O)(=O)c3ccccc3)C2=O)c(OC)c1	i	i	2.5
O=C1C=CC(=O)N1c1ccc(I)cc1Cl	i	i	-1.4

Later entries.
SMILES	KCNQ2 inh	CHT block	Kir21 inh
COc1cccc(NC(=O)Cn2c3ccc(F)cc3c3nc4n(c(=O)c32)CCCS4)c1	i	i	0.24
CCOC(=O)c1c(C)[nH]c(C)c1S(=O)(=O)N(C)CC(=O)NCc1ccc(C)cc1	i	i	-0.69
NC(=O)C1CCN(C(=O)CCC(=O)N2CCOc3ccc(Cl)cc32)CC1	i	i	0.7
CCn1c(=O)c2ccccc2n(CC(=O)NC2CCCCC2)c1=O	i	i	-1.5
COc1cc(C(CC(=O)N2CCCC2)c2c(OC)cc(OC)c3c(-c4ccccc4)cc(=O)oc23)cc(OC)c1OC (stereo unspecified)	i	i	0.77
COc1ccc(C(C(=O)NC2CCCCC2)N(C(=O)c2cccs2)c2ccc3c(c2)OCO3)cc1 (stereo unspecified)	i	i	1.8
C=C1CCN([C@@H](Cc2ccccc2)C(=O)NCc2ccccc2)S(=O)(=O)c2ccccc21	i	i	0.07
COc1ccccc1/C=C1\SC(=S)N(CCC(=O)Nc2cc(C)on2)C1=O	i	i	0.13
CCOC(=O)N1CCN(Cc2nc(-c3ccc(Cl)cc3)no2)CC1	i	i	-1.4
Cc1cc(C(=O)Cn2cnc3ccccc3c2=O)c(C)n1C1CC1	i	i	0.11
O=C(Nc1cc(S(=O)(=O)Nc2ccc(Cl)cc2)ccc1N1CCCCC1)c1ccc(F)cc1Cl	i	i	0.29
COc1ccccc1CNC(=O)Cc1ccc(C)cc1	i	i	0.13
Cc1cc(NC(=O)CSc2nc(-c3ccccc3Cl)nc3c2c(=O)n(C)c(=O)n3C)no1	i	i	-0.01
Cc1ccc(N=Nc2c(N)[nH]n3c(=O)cc(C)nc23)cc1	i	i	1.1
COc1ccc(S(=O)(=O)NC2CC3CCC2C3)cc1Cl (stereo unspecified)	i	i	-1.9
O=C(O)Cn1nnc(-c2cccs2)n1	i	i	-1.9
CCN(CC)c1ccc(NC(=S)Nc2ccc(F)cc2)cc1	i	/	3.4
Cc1ccc(-c2nn(-c3ccccc3)cc2C(=O)NCC2CCCO2)cc1 (stereo unspecified)	i	i	2.2
Cc1ccc(-n2nc3c(=O)n(CCCC(=O)NC4CCC(C)CC4)nc(C)c3c2C)cc1 (stereo unspecified)	i	i	0.45
O=C(CN1C(=O)/C(=C/c2ccccc2)SC1=S)NC1C=CS(=O)(=O)C1 (stereo unspecified)	i	i	2.1
CCOC(=O)c1ccc(NC(=O)CN2CCN(C(=O)C3CCCO3)CC2)cc1 (stereo unspecified)	i	i	-2.6
CCOC(=O)c1ccc(NC(=O)Cn2nnc(-c3ccccc3)n2)cc1	i	i	1.7
Cc1cc(NC(=O)c2cc(C(C)C)on2)nn1Cc1ccc(Cl)cc1	i	i	-0.41
Cc1c(C(=O)NN2CCOCC2)cccc1[N+](=O)[O-]	i	i	-0.54
O=C(Cn1cccc1C(=O)c1ccccc1)NCCCN1CCc2ccccc2C1	i	i	-0.66
O=C(Nc1ccccc1N1CCN(c2ccccc2)CC1)C12CC3CC(CC(C3)C1)C2	i	i	3
CSCCC1NC2(C(=O)Nc3c(Cl)cccc32)[C@@H]2C(=O)N(C3CCCC3)C(=O)[C@H]12 (stereo partly specified)	i	i	0.97
Cc1c(Cl)cccc1NC(=O)CSc1nncn1-c1ccccn1	i	i	-0.16
CCCc1n[nH]c(=O)[nH]1	i	i	1.2
O=S(=O)(c1ccc(OCC(O)CN2CCN(c3ccccc3)CC2)cc1)N1CCOCC1 (stereo unspecified)	i	i	-1.1
CCOC(=O)c1cn[nH]c1NC(=S)Nc1ccc(Cl)cc1	i	i	-0.3
CS(=O)(=O)N(CC(=O)NC1CC1)c1cccc(F)c1	i	i	-0.01
Cc1ccc(C(=O)Nc2ccsc2C(=O)O)cc1	i	i	0.91
CC(C)(C)NC(=S)N1CCC(C(=O)c2ccc(Cl)cc2)CC1	i	i	0.81
COc1ccc(C(=O)NNC(=S)NC(=O)c2ccco2)cc1	i	i	0.38
CCOC(=O)C1C(c2cccc([N+](=O)[O-])c2)C2C(=O)NN=C2CC1(C)O (stereo unspecified)	i	i	-0.26
O=C(Nc1ccc(CN2CCOCC2)cc1)c1ccc(Cl)cc1	i	i	-0.37
O=C(COc1ccccc1)NNC(=O)c1cccs1	i	i	0.12
CCc1c2ccccc2nn1-c1ccccc1C(=O)C(C)=O	i	i	-4.8*
Cc1ccc(-c2c(C)n([O-])c3c([n+]2=O)CCCC3)o1	i	i	-0.29
Cc1ccc(C2(c3ccc(C)cc3)CC2C(=O)NC(C)C)cc1 (stereo unspecified)	i	i	1.1
COc1cc(CCC(C)=O)ccc1OC(=O)c1c(F)cccc1Cl	i	i	0.88
O=C(O)C1=CCNCC1	i	i	-0.62
COc1ccc(NS(=O)(=O)c2cccc(C(=O)NNC(=O)c3ccccc3OC)c2)cc1	i	i	-0.03
COc1cc(C(=O)NCC(=O)N2CC=C(c3ccccc3)CC2)cc(OC)c1OC	i	i	-0.03
CCOc1cccc2sc(N(CCN(C)C)C(=O)/C=C/c3cccs3)nc12	i	i	1
Cc1ccc(-c2cc(N)n3nc(-c4ccc(C)cc4)cc3n2)cc1	i	i	-0.03
COc1ccc(CNC(=O)C2CC(C)=C(C)CC2C(=O)O)cc1OC (stereo unspecified)	i	i	0.63

Entries listed so far printed as active in Kir21 inh:
SMILES	KCNQ2 inh	CHT block	Kir21 inh
CCc1c2ccccc2nn1-c1ccccc1C(=O)C(C)=O	i	i	-4.8*

(more compounds)
SMILES	KCNQ2 inh	CHT block	Kir21 inh
CC(C)n1c(C(=O)OCC(=O)NCc2ccc3c(c2)OCO3)cc2occc21	i	i	0.15
CC(=O)N1N=C(c2ccc(Br)cc2)OC12CCCC2	i	i	0.64
CCOC(=O)N1CCC(NC(=O)c2cc(S(=O)(=O)N3CCOCC3)ccc2F)CC1	i	i	1.4
Cn1c(SCc2nc3ccccc3n2CCO)nc2ccccc21	i	i	-0.22
CCOc1cccc2sc(=NC(=O)c3ccco3)n(CC(=O)OC)c12	i	i	0.62
O=C(C1=C(O)C(=O)N(Cc2ccco2)C1c1cccs1)c1cccs1 (stereo unspecified)	i	i	-0.28
O=C(Nc1ccccc1)NC1(C(=O)NCc2cccs2)CCCCC1	i	i	-2.5
O=c1[nH]c(/C=C/c2ccccc2Cl)nc2ccccc12	i	i	1.2
CCCN1C(=O)c2ccccc2NC1c1ccc(OC)cc1O (stereo unspecified)	i	i	-0.21
CCCCCn1c(=O)[nH]c2cc(C(=O)N3CCN(Cc4ccc5c(c4)OCO5)CC3)ccc2c1=O	i	i	-1.6
Cc1cc(C(=O)N2CCN(Cc3ccccc3)CC2)on1	i	i	0.54
O=C(NCc1ccco1)c1ccc(Cl)s1	i	i	0.06
Cn1c(SCC(=O)N/N=C/C=C\c2ccco2)nc2ccccc21	i	i	-2.3
CN(c1ccccc1)S(=O)(=O)c1ccc(Cl)c(C(=O)OCC(=O)NC2CCS(=O)(=O)C2)c1 (stereo unspecified)	i	i	0.26
N#CC1=C2SCN(c3ccc(F)cc3)CN2C(=O)CC1c1cccc(F)c1 (stereo unspecified)	i	i	-0.03
O=C(NC(=O)c1ccccc1F)Nc1nc(-c2cccs2)cc(C(F)(F)F)n1	i	i	-0.12
OC1(C#CCCN2CCCCC2)c2ccccc2-c2ccccc21	i	i	0.06
Nn1c(SCc2ccccc2F)nnc1-c1ccccn1	i	i	0.24
O=c1c(-c2ccnn2-c2cccc(Cl)c2)cnc2n1CCS2	i	i	0.43
Cn1c(=O)n(C)c2cc(NC(=O)CCc3ccccc3)c(Br)cc21	i	i	-0.01
COc1ccc(NC(=O)CN2CCC3(O)CCCCC3C2c2ccccc2OC)cc1 (stereo unspecified)	i	/	-0.27
Cc1cccc(-c2nc(Nc3cccc(O)c3)c3ccccc3n2)c1	i	i	1.4
CCOc1ccc2cc(C#N)c(SCC(=O)NC(C)CC)nc2c1 (stereo unspecified)	i	i	-0.01
COc1ccc(/C=C(\NC(=O)c2ccc(OC)c(OC)c2)C(=O)NCCc2c[nH]c3ccccc23)cc1	i	i	0.19
CC(C)(C)c1cnnn1-c1ccc(NC(=O)c2ccc(Br)o2)cc1	i	i	-0.69
CCNC(=S)N/N=C/c1ccc(OCc2ccc(C(=O)OC)cc2)cc1	i	i	0.03
O=C(OCc1cn(-c2ccc(Cl)cc2)nn1)c1ccccc1	i	i	0
c1cc2c(cc1C1=NNC(=NC3CC3)SC1)OCCO2	i	i	0.36
CC(C)c1ccc(Nc2c([N+](=O)[O-])c(=O)n(C)c3ccccc23)cc1	i	i	1
CCOC(=O)c1csc(NC(=O)CSc2nnc(C3CC3)n2C)n1	i	i	-0.02
Cc1ccc(CSc2nc(-c3ccccc3)c(C#N)c(=O)[nH]2)cc1	i	i	0.14
CC1Cc2ccccc2N1C(=O)CSc1nnc(CSc2ncccn2)n1C (stereo unspecified)	i	i	-1.2
Clc1ccc(-c2cc(CSc3ccccc3)on2)cc1	i	i	0.45
NC(=O)C1CCN(c2ccc(S(=O)(=O)N3CCC(Cc4ccccc4)CC3)cn2)CC1	i	i	0.29
CCOC(=O)c1cccc(NC(=O)Cn2c(CC(=O)NC)nc3ccccc32)c1	i	i	0.24
CC(C(=O)Nc1ccc(C(N)=O)cc1)N1C(=O)c2ccccc2S1(=O)=O (stereo unspecified)	i	i	1.4

Fetched by structure from the list above (3):
SMILES	KCNQ2 inh	CHT block	Kir21 inh
NC(=O)C1CCN(c2ccc(S(=O)(=O)N3CCC(Cc4ccccc4)CC3)cn2)CC1	i	i	0.29
CC(C)c1ccc(Nc2c([N+](=O)[O-])c(=O)n(C)c3ccccc23)cc1	i	i	1
O=C(OCc1cn(-c2ccc(Cl)cc2)nn1)c1ccccc1	i	i	0

Following part:
SMILES	KCNQ2 inh	CHT block	Kir21 inh
Cc1nn(C(C)C(=O)NNC(=S)Nc2ccc(Cl)cc2)c(C)c1[N+](=O)[O-] (stereo unspecified)	i	i	-0.6
CCOc1ccc(NC(=O)CN2C(=O)NC(C)(c3ccc(OC(F)F)cc3)C2=O)cc1 (stereo unspecified)	i	i	0.15
COc1ccc(/C(O)=C2/C(=O)C(=O)N(CCCN3CCOCC3)C2c2ccc(C)cc2)cc1 (stereo unspecified)	i	i	-1.2
NS(=O)(=O)c1ccc2nc(-c3ccccc3)c(-c3ccccc3)nc2c1	i	i	-0.74
Cc1oc2cc(O)ccc2c(=O)c1Oc1ccc(F)cc1	i	i	1.2
O=C(Cn1cnc2scc(-c3ccc(Br)cc3)c2c1=O)N1CCOCC1	i	i	1.6
CCCCNC(=O)C1CCN(S(=O)(=O)c2cnc[nH]2)CC1	i	i	1.7
C=CCNC(=O)/C(=C\C=C\c1ccccc1)NC(=O)c1ccccc1Cl	i	i	-0.77
Cc1cc(C)c(-c2c(O)c3cccnc3n(C)c2=O)c(C)c1	i	i	1.4
CCOC(=O)c1c(NC(=O)C2CC2)sc2c1CC(C)(C)OC2	i	i	0.66
CC(=O)c1cccc(NC(=O)c2ccc(-c3ccccc3[N+](=O)[O-])o2)c1	i	i	-2.2
CCC(Oc1cccc(C)c1)C(=O)Nc1ccccc1C(=O)N1CCOCC1 (stereo unspecified)	i	i	0.3
NC(=O)c1ccc(-c2nnc(Nc3ccc(S(N)(=O)=O)cc3)c3ccccc23)cc1	i	i	-1.6
Cc1nc(SC(C(=O)c2ccccc2)c2ccccc2)n[nH]1 (stereo unspecified)	i	i	-1.1
COc1cccc(OCCCCN2CC(C)OC(C)C2)c1 (stereo unspecified)	i	i	3

Compound activity from PubChem BioAssay.
